# SENP7 inh = SENP7 protease inhibition; Q9BQF6; recombinant SENP7, Z-RLRGG-aminoluciferin luminescence, 40 min; inhibition, % at 5 µM; 330,000 compounds, 1.5% hits; AID 434973;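 active = inhibition above about 50% at the single test dose, limit read from the data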;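 note: plate controls were DMSO with enzyme for no effect and no enzyme buffer wells for full effect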
# HKDC1 inh = blocks human hexokinase HKDC1 activity | Q2TB90 | recombinant HKDC1, G6PDH/diaphorase resazurin coupled fluorescence | inhibition, % at 20 µM | 340,000 compounds, 0.16% hits;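 active = inhibition above about 35% when tested at 20 µM, limit read from the data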;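 note: plate controls were DMSO wells with enzyme for no effect and DMSO wells lacking enzyme for full effect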
#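 System: Recombinant HKDC1 hexokinase | Amount: HKDC1 at 5 µg/mL | Reagent: Glucose with 1 mM ATP | Doses: Single 20 µM dose | Incubation: Reaction time 90 min, room temperature, protected from light | Signal: Coupled resazurin fluorescence, excitation 525 nm, emission 613 nm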
# SENP6 inh = SENP6 protease inhibition; Recombinant SENP6 catalytic domain, aminoluciferin luminescence; AID 2599; inhibition, % at 10 µM; 330,000 compounds, 1.8% hits; Q9GZR1;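 active = inhibition above about 50% at the single tested dose, limit read from the data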;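 note: plate controls were DMSO wells with enzyme for no effect and DMSO wells lacking enzyme for full effect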
# Target sequence (Q9GZR1 628-1112 limits assumed): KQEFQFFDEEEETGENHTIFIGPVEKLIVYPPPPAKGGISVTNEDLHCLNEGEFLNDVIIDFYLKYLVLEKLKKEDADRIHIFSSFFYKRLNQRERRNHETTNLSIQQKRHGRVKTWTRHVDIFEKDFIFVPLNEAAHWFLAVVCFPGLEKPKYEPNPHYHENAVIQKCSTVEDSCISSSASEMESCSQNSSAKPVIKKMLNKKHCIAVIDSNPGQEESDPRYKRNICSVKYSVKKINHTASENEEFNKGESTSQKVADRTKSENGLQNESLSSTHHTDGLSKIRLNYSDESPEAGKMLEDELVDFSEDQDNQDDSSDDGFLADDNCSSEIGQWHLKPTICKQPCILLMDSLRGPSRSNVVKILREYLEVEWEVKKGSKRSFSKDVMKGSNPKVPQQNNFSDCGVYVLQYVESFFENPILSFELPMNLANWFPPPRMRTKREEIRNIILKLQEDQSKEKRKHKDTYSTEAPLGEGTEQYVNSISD
# beta cell repl = MIN6 beta-cell proliferation induction. MIN6 cells proliferation, ATPlite luminescence, 48 h; cells starved in 0.2% serum; 100% = growth in 10% serum. proliferation, % at 10 µM. 330,000 compounds, 0.29% hits. AID 2380;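 active = compounds whose signal lies at least 3.5 SD above the mean of all wells on their plate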;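 note: 0% = DMSO-treated cells in low-serum medium and 100% = 10% serum control; some compounds called inactive have numbers as strong as hits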
# PfGluPho inh = PfG6PD (Plasmodium falciparum) enzyme inhibition | PfGluPho enzyme, NADPH resazurin-diaphorase fluorescence | inhibition, % at 20 µM | 350,000 compounds, 0.78% hits;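 active = inhibition reaching at least a set limit at 20 µM in the primary screen, cut at about 59% in these data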;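 note: 0% = DMSO wells with substrate and 100% = DMSO wells lacking glucose-6-phosphate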
# UBC13 inh = inhibitors of human UBC13 polyubiquitin chain formation | P61088 | TR-FRET | inhibition, % at 20 µM | 330,000 compounds, 0.47% hits; in the data active = inhibition above about 45%, passing the limit was not always enough
# Target sequence (P61088 whole entry, looked up): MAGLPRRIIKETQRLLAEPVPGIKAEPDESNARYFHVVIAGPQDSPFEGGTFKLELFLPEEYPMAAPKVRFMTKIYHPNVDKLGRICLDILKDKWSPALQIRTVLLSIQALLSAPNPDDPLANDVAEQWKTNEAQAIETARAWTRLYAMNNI
# SENP1 inh = SENP1 (human) catalytic domain inhibition | Q9P0U3 | recombinant SENP1 catalytic domain, CyPet-SUMO1-YPet FRET cleavage | inhibition, % at 10 µM | 360,000 compounds, 0.21% hits;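 active = inhibition at least 30% at 10 µM, raw YFP signal under a set limit, fluorescence ratio 0.5 to 1.5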;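 note: 0% = enzyme with DMSO and 100% = no enzyme wells; some results filed as inactive read as strong as hits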
# Target sequence (Q9P0U3 419-644 limits assumed): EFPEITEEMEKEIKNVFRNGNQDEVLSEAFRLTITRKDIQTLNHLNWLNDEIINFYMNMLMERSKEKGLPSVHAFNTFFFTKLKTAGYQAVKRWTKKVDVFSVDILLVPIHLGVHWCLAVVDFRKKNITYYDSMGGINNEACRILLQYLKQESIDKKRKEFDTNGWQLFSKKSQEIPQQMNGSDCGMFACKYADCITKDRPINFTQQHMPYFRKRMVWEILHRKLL
#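 Test system: recombinant human SENP1 catalytic domain, His6-tagged / Medium: pH 8 Tris buffer with EDTA, NaCl, BME, BSA, NP40, catalase / Also added: SUMO1 FRET substrate flanked by Cypet and Ypet, 25 nM / Times: 50 min reaction at room temperature / Signal: FRET, CFP and YFP emission / Control set: no-enzyme low control and enzyme-plus-DMSO high control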
# SENP8 block-1 = SENP8 protease inhibition | 330,000 compounds, 1.2% hits | purified SENP8, Z-RLRGG-aminoluciferin cleavage, luminescence | Q96LD8 | inhibition, % at 10 µM | AID 2540; in the data active = inhibition above about 50%
# Target sequence (Q96LD8 whole entry, looked up): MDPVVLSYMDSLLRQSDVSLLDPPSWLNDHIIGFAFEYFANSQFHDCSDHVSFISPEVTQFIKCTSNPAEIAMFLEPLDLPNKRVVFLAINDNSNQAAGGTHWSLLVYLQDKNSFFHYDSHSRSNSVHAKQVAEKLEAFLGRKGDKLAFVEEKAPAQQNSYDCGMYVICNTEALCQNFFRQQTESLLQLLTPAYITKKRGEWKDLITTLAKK
# SENP8 block-2 = inhibitors of human SENP8 protease; Q96LD8; recombinant SENP8, Nedd8 substrate fluorescence; inhibition, % at 20 µM; 360,000 compounds, 0.64% hits; AID 602440; in the data active = inhibition mostly above about 40%, no sharp cut-off; inactive = mostly below about 27%
# Starred values were filed as active, the others as inactive; i = inactive; . = not tested or not shown.
SMILES,SENP7 inh,HKDC1 inh,SENP6 inh,beta cell repl,PfGluPho inh,UBC13 inh,SENP1 inh,SENP8 block-1,SENP8 block-2
CCCc1nc2oc3cc(OC)ccc3c(=O)c2c(=O)n1CCc1ccccc1,4,8,-4,-1,-10,15,-8,2,-13
Cc1ccc(C)c(NC(=O)CN(C)C(=O)C2CCCC2)c1,-7,-5,-8,2,1,-1,2,-15,19
CC1CCN(CCCNC(=O)c2ccc(N3CCCC3=O)cc2)CC1,2,-7,4,-2,5,-4,1,-2,4
CC(C)C1CC(CCN)(c2ccccc2)CCO1 (stereo not drawn),-3,-1,-16,-1,-10,0,-1,-4,21
CC(C)CC1(C)NC(=O)N(CC(=O)NC(=O)Nc2ccc3c(c2)OCCO3)C1=O (stereo not drawn),5,-4,-1,-1,-2,3,3,4,17
CC(=O)c1cccc(NC(=O)COC(=O)c2ccc3c(c2)OCO3)c1,9,-6,-8,-2,-8,12,6,-8,5
O=C(O)C1C2C=CC(O2)C1C(=O)NCc1ccccc1Br (stereo not drawn),0,-11,-3,0,-10,3,0,4,11
COc1ccc2[nH]c(C(=O)NCCN3CCCCC3)cc2c1,10,6,-11,-2,-10,-4,.,-6,.
COC(=O)c1ccccc1OS(=O)(=O)N(C)C,-9,-4,-2,1,-12,-5,-1,-7,21
CCCCCCCSc1nsc(N)n1,14,3,-8,-1,-3,-6,2,-6,6
COc1cccc(N2CC(C(=O)NC3CCCCC3)CC2=O)c1 (stereo not drawn),0,2,-14,2,-10,1,-1,-8,8
CCC(=O)Nc1c(C(=O)N2CCN(c3ccccn3)CC2)cnn1-c1ccc(Cl)cc1,3,-8,-6,-3,14,4,1,-8,-9
CCN(CC)CCCN=C1N[C@@H](c2cccc(F)c2)C(C(=O)OC)=C(C)N1Cc1ccccc1,8,-5,0,-6,1,22,1,4,14
COc1ccc(O)c(/C=N/NC(=O)CCC(=O)Nc2ccc(F)cc2)c1,-2,-15,-40,-1,-14,5,-40,-9,-258
CC(CCc1ccccc1)NC(=O)c1ccc(Br)cc1 (stereo not drawn),2,-2,-18,-5,18,6,1,-4,-3
CCC(C)n1c(=O)c2sccc2n2c(CCCC(=O)N3CCC(C(N)=O)CC3)nnc12 (stereo not drawn),4,-1,3,-4,0,-6,1,-3,0
CCc1c(C)sc(NC(=O)c2cnn3cccnc23)c1C#N,0,-5,7,0,3,-8,-2,10,16
CC(C)CNC(=O)c1nc(-c2ccccc2)n(-c2ccccc2)n1,-1,0,3,-2,6,-4,-2,-2,25
COc1cccc(CN2CCC(C(=O)N3CCN(c4ccccc4F)CC3)CC2)c1,-5,-10,-2,0,-12,-8,1,-2,19
COc1ccccc1OC1OC2COC(c3ccco3)OC2C(O)C1NC(C)=O (stereo not drawn),0,-8,-10,-2,2,-14,0,-5,20
Cc1ccc(S(=O)(=O)N2CCCC(C(=O)NCCCN3CCCCC3C)C2)cc1 (stereo not drawn),-10,-3,0,1,-17,-9,-10,-9,10
CCNC(=O)NC(=O)COC(=O)c1cccc(S(=O)(=O)N2CC3(C)CC2CC(C)(C)C3)c1 (stereo not drawn),4,2,2,0,4,5,0,3,9
Cc1ccc(C(=O)COc2ccc3ccc(=O)oc3c2)cc1,-9,-7,-8,2,18,23,1,-1,-32
O=C(NCCCn1ccnc1)C(=O)NCC1OCCN1S(=O)(=O)c1cc(F)ccc1F (stereo not drawn),5,-5,9,-1,-14,-1,-1,2,17
Cc1ccc(S(=O)(=O)NCCC(=O)N2CCCCCC2)cc1,-7,-3,8,-3,6,3,0,6,11

# Another view of some results above.
smiles	SENP7 inh	HKDC1 inh	SENP6 inh	beta cell repl	PfGluPho inh	UBC13 inh	SENP1 inh	SENP8 block-1	SENP8 block-2
CCNC(=O)NC(=O)COC(=O)c1cccc(S(=O)(=O)N2CC3(C)CC2CC(C)(C)C3)c1 (stereo not drawn)	4	2	2	0	4	5	0	3	9
CC(CCc1ccccc1)NC(=O)c1ccc(Br)cc1 (stereo not drawn)	2	-2	-18	-5	18	6	1	-4	-3

# Six records picked at random from those above:
SMILES,SENP7 inh,HKDC1 inh,SENP6 inh,beta cell repl,PfGluPho inh,UBC13 inh,SENP1 inh,SENP8 block-1,SENP8 block-2
CC1CCN(CCCNC(=O)c2ccc(N3CCCC3=O)cc2)CC1,2,-7,4,-2,5,-4,1,-2,4
CC(CCc1ccccc1)NC(=O)c1ccc(Br)cc1 (stereo not drawn),2,-2,-18,-5,18,6,1,-4,-3
COc1ccccc1OC1OC2COC(c3ccco3)OC2C(O)C1NC(C)=O (stereo not drawn),0,-8,-10,-2,2,-14,0,-5,20
CCC(C)n1c(=O)c2sccc2n2c(CCCC(=O)N3CCC(C(N)=O)CC3)nnc12 (stereo not drawn),4,-1,3,-4,0,-6,1,-3,0
COc1ccc2[nH]c(C(=O)NCCN3CCCCC3)cc2c1,10,6,-11,-2,-10,-4,.,-6,.
COc1cccc(CN2CCC(C(=O)N3CCN(c4ccccc4F)CC3)CC2)c1,-5,-10,-2,0,-12,-8,1,-2,19

# More structures:
SMILES,SENP7 inh,HKDC1 inh,SENP6 inh,beta cell repl,PfGluPho inh,UBC13 inh,SENP1 inh,SENP8 block-1,SENP8 block-2
O=C(NCc1cccs1)Nc1ccc(Cl)cc1,-15,5,-24,-4,-16,-2,-3,-5,6
NC(=O)CC(NC(=O)Cc1cccc2ccccc12)c1ccc(NC2CCCCC2)c([N+](=O)[O-])c1 (stereo not drawn),0,3,-5,-6,-1,-28,8,2,32
COc1ccc(S(=O)(=O)N2CCN(C(=O)Nc3ccccc3OC)CC2)cc1,-7,-3,-7,-3,-3,0,2,-11,11
N#Cc1nn(-c2ccccc2)nc1N1CCCCC1,1,2,-10,-4,-16,12,1,7,i
O=C(NCCN1CCCCCC1)c1ccc(CS(=O)(=O)c2ccc(Br)cc2)o1,-7,1,-6,1,13,32,-39,-3,-1
CCOc1ccc(CCNC(=O)C2CCN(S(=O)(=O)N3CCC(C)CC3)CC2)cc1OCC,-1,-12,3,-1,-4,4,1,-4,4
Nn1c(SCC(=O)NC(=O)NCc2ccco2)nnc1-c1ccc(OC(F)F)cc1,-10,0,-12,1,2,-12,-2,-7,4
CC(C)CCOc1ccccc1C(N)=O,-13,-13,-12,-2,1,-4,-1,-10,7
COCC(=O)N1CCC(Oc2ccc(C(=O)NCc3cc(C)n(C)n3)cc2)CC1,3,-6,-4,0,3,5,0,-2,2
CC(C)CNC(=O)/C=C/C=C/CCCC/C=C/c1ccc2c(c1)OCO2,-4,-7,-3,-4,2,9,3,-1,11
COc1ccc2c(C(=O)CN3CC(C)OC(C)C3)c[nH]c2c1 (stereo not drawn),-3,-7,-25,-3,-7,-7,-19,-7,-27
O=C(Cn1nc(-c2ccc(Cl)cc2)c2ccccc2c1=O)NCC1CCCO1 (stereo not drawn),-5,-1,-14,2,1,-5,2,-6,-5
O=C(COC(=O)/C=C/c1ccc(F)cc1)NCc1ccco1,6,-4,-6,-1,5,1,1,0,21
O=C(CCc1nnc(CCCc2ccccc2)o1)NC(C1CC1)C1CC1,-6,-3,-23,-4,-6,-7,2,2,11
O=C(CCl)Nc1c2c(nn1-c1ccccc1)CSC2,9,6,-2,-8,-5,-1,1,-4,15
Cc1ccc(S(=O)(=O)c2nc(S(C)(=O)=O)sc2N2CCN(C)CC2)cc1,5,-3,-4,1,-6,0,0,4,21
O=C(c1ccc(F)cc1)N1CCC(C(=O)N2CCN(S(=O)(=O)c3cccc(Cl)c3)CC2)CC1,9,-3,-18,-5,-5,1,2,-9,13
CC(=O)Nc1ccc(S(=O)(=O)N2CCN(Cc3cccs3)CC2)cc1,-5,-9,11,-4,0,1,3,0,0
Cn1ccnc1C(=O)c1cccc([N+](=O)[O-])c1,2,-15,-4,0,3,7,1,0,12
COc1ccc(C2/C=C\CN(S(=O)(=O)c3ccc(C)cc3)CC(=O)N2Cc2cccc(F)c2)cc1 (stereo not drawn),-4,-1,.,.,1,.,-1,.,6
O=C(NC1CCCCCCC1)c1ccc(Br)cc1,17,0,-28,-3,4,-13,0,-19,-3
CCOc1ccccc1NC(=O)COC(=O)CSc1ccc(Cl)cc1,-25,-2,-2,2,2,14,6,9,18
COc1cccc(NC2=C(Cl)C(=O)OC2OC(=O)c2ccco2)c1 (stereo not drawn),3,-8,15,-5,-4,2,1,1,0
O=C(O)C1Nc2ccc(OC(F)(F)F)cc2C2C=CCC12 (stereo not drawn),-8,.,-29,-6,.,-47,.,-6,.
COc1ccccc1NC(=O)CSc1ccc2nnc(-c3ccc(C)cc3)n2n1,-5,-2,-11,0,1,1,0,1,-99

# The list goes on:
SMILES,SENP7 inh,HKDC1 inh,SENP6 inh,beta cell repl,PfGluPho inh,UBC13 inh,SENP1 inh,SENP8 block-1,SENP8 block-2
NC(=O)CC(NC(=O)c1cccc(Br)c1)c1ccc(N2CCC(N3CCCCC3)CC2)c([N+](=O)[O-])c1 (stereo not drawn),-3,-6,5,-3,3,-10,1,1,10
CCN(CC)S(=O)(=O)c1ccc2c(c1)NC(=O)C1CCCN21 (stereo not drawn),8,-4,-5,-5,3,0,-20,2,-30
Cc1cc(C)c(NC(=O)Nc2ccccc2C)c(Cl)c1,7,-3,-4,0,-3,10,3,1,31
COc1cccc(N2CCN(C(=O)c3ccc4nc(N5CCC(C)CC5)sc4c3)CC2)c1,1,.,5,-3,.,0,.,3,.
C=CCNC(=S)Nc1sc2c(c1C(=O)OCC)CC(C)(CC)OC2 (stereo not drawn),-4,-2,-6,-3,16,12,-6,-5,14
COc1ccc(C2c3ccc4ccccc4c3Oc3ncn4nc(Cc5ccccc5)nc4c32)cc1OC (stereo not drawn),-1,-6,3,0,11,26,0,-1,-7
CCC1(C)COC2(OC1)C(=O)Nc1ccccc12 (stereo not drawn),-4,-9,-9,1,5,-2,3,-5,0
O=C(NCC1CCN(Cc2ccc(F)cc2)CC1)C1CCCN(c2ncnc3c2nc2n3CCCCC2)C1 (stereo not drawn),10,5,13,-3,-10,78*,-9,0,-3
O=C(CCCNC(=O)/C(=C\c1ccccc1F)NC(=O)c1ccccc1)OCc1ccccc1,5,8,16,-1,-21,-3,1,6,8
CCOCC(=O)Nc1cc(C(=O)NCCC(C)C)ccc1Cl,7,.,-3,0,.,7,.,3,.
Cc1nn(C)c(C)c1NC(=O)CSc1nc(Cc2ccccc2)nc2c1cnn2-c1ccccc1,-9,-2,-9,-3,-11,8,0,-8,0
CCN(CC)C(=O)c1ccccc1NC(=O)c1ccccc1,-7,-8,-4,-2,-7,8,3,-1,15
O=C(CSc1nnnn1C1CCCCC1)N1CCCC1,5,-7,-3,0,-4,9,0,2,8
C/C(N)=C(/C#N)C(=O)COC(=O)C1CSC2(c3ccc(F)cc3)CCC(=O)N12 (stereo not drawn),-7,2,-6,-1,7,1,2,2,14
Cc1ccccc1NC(=O)C1CCCN1S(=O)(=O)c1ccc2c(c1)n(C)c(=O)c(=O)n2C (stereo not drawn),2,-4,-1,-1,11,2,-12,0,-61
CC1(C)CC(NC(=O)Cc2ccccc2[N+](=O)[O-])CC(C)(C)N1,10,-5,2,1,-33,-4,-1,-2,11
CN(C)CCCn1c(SCC(=O)Nc2nccs2)nnc1-c1ccncc1,-6,1,-22,2,7,-8,1,-1,10
COc1ccc(-c2[nH]ncc2-c2cnc(C)s2)c(O)c1,0,-10,-9,-1,-6,8,0,3,6
Cn1nc(C(F)(F)F)c2cc(NC(=O)OCC(C)(C)C)sc21,-4,0,-8,-1,2,5,2,1,13
c1ccc2[nH]c(CSc3ncnc4c3oc3ccccc34)nc2c1,8,9,1,-5,-1,-8,-13,-2,-30
